PABP1 MLLE inh: blocks PAM2 peptide binding to the PABP1 MLLE domain | P11940 | GST-MLLE / FITC-PAM2 fluorescence polarization | inhibition, % at 20 µM | 0.36% of 360,000 active; in the data active = inhibition above about 35%, passing the limit was not always enough;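 also: plate controls were DMSO wells with GST-MLLE for no effect and wells lacking GST-MLLE protein for full effect; some results filed as inactive read as strong as hits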
LMPTP inh: blocks human LMPTP phosphatase. AID 651560. recombinant LMPTP-A, OMFP fluorogenic substrate, fluorescence intensity. 0.22% of 360,000 active. inhibition, % at 20 µM;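 active = compounds that cut the enzyme signal by at least half of the control window in the single-dose screen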;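 also: plate controls were DMSO wells with enzyme plus substrate for no effect and substrate without enzyme for full effect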
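Assay system: LMPTP-A, protein tyrosine phosphatase of low molecular weight / Medium: pH 6.0 Bis-Tris buffer with DTT and Triton X-100 / Schedule: 50 min enzyme reaction at room temperature, protected from light / Measured by: endpoint fluorescence intensity from OMFP dephosphorylation / Read-out basis: % inhibition relative to no-enzyme and uninhibited control wells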
Rpn11 inh: blocks the human proteasome subunit Rpn11. O00487. human 26S proteasome, Ub4-pepOG fluorescence polarization; 20S core pre-blocked with epoxomicin. calls only at 20 µM. 0.59% of 360,000 active;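 active = inhibition at 20 µM, scaled to each plate's controls, above about 33%, limit read from the data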
DNMT1 inh: blocks human DNA methyltransferase DNMT1. DNMT1 molecular beacon, Hinp1I cleavage, fluorescence. inhibition (reported as % activation of signal), % at 10 µM. 0.83% of 360,000 active. AID 588458; in the data active = inhibition above about 50%
Target sequence (P26358 504-1616 limits assumed): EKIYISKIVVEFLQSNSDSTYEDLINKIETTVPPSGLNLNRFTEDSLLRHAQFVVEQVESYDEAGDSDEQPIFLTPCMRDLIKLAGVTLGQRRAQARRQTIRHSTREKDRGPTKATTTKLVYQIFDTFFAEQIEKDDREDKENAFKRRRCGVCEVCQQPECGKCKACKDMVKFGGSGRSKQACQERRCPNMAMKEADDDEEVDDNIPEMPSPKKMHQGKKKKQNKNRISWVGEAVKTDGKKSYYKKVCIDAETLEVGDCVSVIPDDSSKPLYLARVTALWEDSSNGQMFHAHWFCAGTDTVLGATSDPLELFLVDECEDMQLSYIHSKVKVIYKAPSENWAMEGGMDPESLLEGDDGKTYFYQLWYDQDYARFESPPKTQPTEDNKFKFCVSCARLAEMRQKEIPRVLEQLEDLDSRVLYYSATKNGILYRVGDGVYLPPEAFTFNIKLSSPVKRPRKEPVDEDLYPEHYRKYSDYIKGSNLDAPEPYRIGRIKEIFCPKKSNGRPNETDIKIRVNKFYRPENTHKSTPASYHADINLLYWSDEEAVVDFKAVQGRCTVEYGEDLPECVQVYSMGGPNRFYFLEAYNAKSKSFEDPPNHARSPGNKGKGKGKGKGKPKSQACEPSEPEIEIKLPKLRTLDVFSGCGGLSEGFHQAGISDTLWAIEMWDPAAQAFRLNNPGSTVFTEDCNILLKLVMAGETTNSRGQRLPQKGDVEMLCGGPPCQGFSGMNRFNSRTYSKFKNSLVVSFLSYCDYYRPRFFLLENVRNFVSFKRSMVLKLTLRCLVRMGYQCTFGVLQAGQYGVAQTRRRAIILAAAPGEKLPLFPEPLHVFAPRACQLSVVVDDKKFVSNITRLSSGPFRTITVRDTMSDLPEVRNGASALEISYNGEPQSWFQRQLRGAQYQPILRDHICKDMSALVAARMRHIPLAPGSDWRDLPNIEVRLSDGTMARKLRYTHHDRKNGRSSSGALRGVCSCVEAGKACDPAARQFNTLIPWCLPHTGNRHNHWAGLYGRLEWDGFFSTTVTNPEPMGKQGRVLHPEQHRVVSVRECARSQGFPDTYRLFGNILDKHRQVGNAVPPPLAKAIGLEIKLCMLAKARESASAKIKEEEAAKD
Scp-1 inhibitor: Scp-1 (human) phosphatase inhibition; inhibition, % at 20 µM; Q9GZU7; Recombinant Scp1, phosphopeptide, malachite green phosphate absorbance; 0.88% of 340,000 active;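 active = inhibition above about 50% at 20 µM, limit read from the data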;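 also: plate controls were DMSO wells with enzyme for no effect and wells lacking enzyme for full effect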
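Test system: SCP-1 phosphatase catalytic domain, residues 76-261 | Compound dosing: One concentration, 20 µM, with 1.0% DMSO | Schedule: 45 min room-temperature reaction, 5 min colour, 30 min stabiliser | Detection: Absorbance at 630 nm | Read-out basis: % inhibition of SCP-1 phosphate liberation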
SUMO1 PPI mod: SUMO1-SIM interaction modulation; SUMO1 binding to a labelled peptide, TR-FRET, 1 h; 0.33% of 360,000 active; P63165; inhibition, % at 20 µM; in the data active = inhibition above about 37%
STEP inh: inhibitors of human striatal-enriched phosphatase STEP; P54829; recombinant STEP, OMFP fluorogenic substrate, fluorescence; inhibition, % at 20 µM; 0.25% of 360,000 active;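 active = inhibition at 20 µM, scaled per plate between control wells, above about 37%, limit read from the data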;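 also: 0% = DMSO with enzyme and substrate and 100% = substrate only without enzyme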
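Material: STEP (striatal-enriched tyrosine phosphatase) enzyme, cell-free; Compound dosing: 20 µM single dose in 1% DMSO; Technique: fluorescence read at 480 nm ex / 540 nm em; Times: reaction 20 min, ambient temperature; Medium: 50 mM Bis-Tris pH 6.0 with 2.5 mM DTT and 0.005% Tween 20; Also added: OMFP at 25 µM.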
CSN inh: blocks human CSN-mediated cullin deneddylation; inhibition, % at 12.5 µM; 0.38% of 360,000 active; Purified CSN, SCF-Nedd8-OG deneddylation, fluorescence polarization; Q92905;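 active = pattern-corrected inhibition above about 35%, with an unprinted fluorescence ratio check between 0.5 and 1.5, limit read from the data, passing the limit was not always enough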;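 also: 0% = enzyme with substrate and 100% = substrate without enzyme; some results filed as inactive read as strong as hits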
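Material: purified human Csn5 enzyme expressed in HEK293T cells / Medium: Tris buffer pH 7.5, NaCl, DTT, Tween-20, trehalose, ovalbumin / Compound dosing: 12.5 µM single point / Schedule: 90 min incubation of compound, enzyme and substrate at room temperature / Signal: fluorescence polarization of the substrate / Control set: no-enzyme wells high, enzyme-with-substrate wells low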
Tb MetRS inh: Trypanosoma brucei MetRS inhibition. AID 624268. purified T. brucei MetRS, ATP depletion, Kinase-Glo luminescence. 0.4% of 360,000 active. inhibition, % at 11.9 µM;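 active = inhibition above a per-plate cutoff of the control wells' mean inhibition plus 3 SD, cut at about 5.5% in these data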;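 also: 0% = DMSO wells median and 100% = median of wells with control inhibitor compound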
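Assay system: T. brucei methionyl-tRNA synthetase, purified | Medium: HEPES buffer with MgCl2, KCl, DTT, spermine, BSA, pyrophosphatase | Compound: 11.9 µM single point | Incubation: 15 min enzyme-compound preincubation, 2 h reaction, 10 min detection, 25 °C | Measured by: Kinase-Glo luciferase luminescence reporting remaining unconsumed ATP | Measure: % inhibition normalized to control-well medians | Replication: Singlicate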
NadD block: NadD (S. aureus) enzyme inhibition. purified NadD enzyme, colorimetric absorbance read-out. inhibition, % at 20 µM. 0.78% of 360,000 active; in the data active = inhibition above about 26%; also: some compounds past the cut are filed as inactive
The depositor's hits bear a star; i = inactive; x = not tested or not shown.

The opening 2 entries (preview)
Compound,Tb MetRS inh,STEP inh,SUMO1 PPI mod,LMPTP inh,DNMT1 inh,CSN inh,NadD block,Rpn11 inh,Scp-1 inhibitor,PABP1 MLLE inh
CCCS(=O)(=O)NC(=O)C1(C)CCCN(C(=O)c2nc3ccccc3s2)C1 (stereo not drawn),-0.1,1.0,6.1,-1.0,1.2,0.1,1.4,i,x,-3.0
COc1ccc(S(=O)(=O)N(C)c2ccc(C(=O)NCc3ccco3)cc2)cc1OC,-0.4,-0.1,0.1,-0.1,1.3,-2.2,-5.8,i,-8.3,-3.3

This part in full, from the first entry:
Compound,Tb MetRS inh,STEP inh,SUMO1 PPI mod,LMPTP inh,DNMT1 inh,CSN inh,NadD block,Rpn11 inh,Scp-1 inhibitor,PABP1 MLLE inh
CCCS(=O)(=O)NC(=O)C1(C)CCCN(C(=O)c2nc3ccccc3s2)C1 (stereo not drawn),-0.1,1.0,6.1,-1.0,1.2,0.1,1.4,i,x,-3.0
COc1ccc(S(=O)(=O)N(C)c2ccc(C(=O)NCc3ccco3)cc2)cc1OC,-0.4,-0.1,0.1,-0.1,1.3,-2.2,-5.8,i,-8.3,-3.3
CCC(C)(C)n1nnnc1C(c1cc(OC)ccc1OC)N1CCC(C(N)=O)CC1 (stereo not drawn),-1.1,1.2,2.2,-1.4,4.1,0.2,-1.1,i,0.7,-11.8
COC(=O)c1ccc(C2c3[nH]c4ccccc4c3C[C@H]3C(=O)N(C4CC4)CC(=O)N23)cc1 (stereo partly drawn),-0.5,4.5,0.5,-1.0,-1.4,2.6,-3.2,i,-4.0,-5.9
Cc1csc(NC(=O)c2nc(-c3ccccc3)n(-c3ccccc3)n2)n1,-1.1,-1.0,5.2,-1.3,5.6,1.9,12.1,i,-2.2,-8.7
O=c1cc(CN2CCOCC2)nc(C2CC2)[nH]1,0.5,1.1,-4.5,-0.1,4.7,0.5,0.2,i,-4.8,13.9
COc1ccc(NC(=S)NC2CCN(Cc3ccccc3)CC2)cc1OC,-0.5,-2.5,1.0,-1.8,2.4,0.0,-7.6,i,2.2,5.1
CCCCn1c(-c2cccc(Br)c2)nc2cc3[nH]c(=O)c(C(C)C)nc3cc21,-0.3,3.3,9.8,3.2,12.9,5.2,14.5,i,-3.0,-17.0
Cc1ccc(S(=O)(=O)Nc2ccc3ccccc3n2)cc1,0.7,-1.5,-1.4,-0.8,-1.1,1.7,-3.6,i,-10.5,0.4
O=[N+]([O-])c1ccccc1Nc1ccccc1,-0.3,0.2,-37.3,2.8,1.5,-8.6,4.7,i,-12.7,2.4
COC(=O)[C@H](CCSC)NC(=O)Nc1ccc(S(N)(=O)=O)cc1,0.1,2.6,-4.6,0.1,2.0,0.3,0.4,i,7.7,6.7
NC(=O)c1cn(-c2ccccc2)nc1-c1cccnc1,0.2,-1.0,1.2,-2.6,-1.3,5.1,0.7,i,1.4,5.8
COc1ccccc1N(CC(=O)N1CCCCCC1)S(=O)(=O)c1ccc(C)cc1,-0.1,0.6,-1.9,-1.2,0.8,1.4,3.9,i,-9.8,12.6
Cc1csc(NC(=O)C2CCCCC2C(=O)O)n1 (stereo not drawn),-1.1,0.3,2.6,-1.7,1.6,-0.7,-0.2,i,3.0,21.1
CCOC(=O)c1ccc(CN2Cc3ccccc3C2=O)cc1,-1.8,-3.3,13.6,0.1,0.0,1.3,-1.7,i,-9.0,-5.8
COCCCNc1ncnc2c1nc1n2CCCC1,-0.6,-0.2,-4.1,0.0,0.4,-3.1,-6.4,i,-3.4,-1.5
c1cc2[nH]c3ccncc3c2cn1,-0.3,-2.0,-9.1,23.7,0.6,0.9,-0.2,i,x,-19.0
C/C(=N/NC(=O)CNC(=O)/C=C/c1ccccc1)c1ccco1,-0.5,-0.4,-9.4,-1.3,4.3,-3.9,-2.8,i,-2.0,4.2
Cc1ccc(S(=O)(=O)NCCc2nnc3ccc(NCCCOC(C)C)nn23)cc1,-0.4,4.0,-3.3,-0.6,6.0,-5.4,0.2,i,-1.4,3.9
COc1ccc(C(=O)NN/C=C/C(=O)c2ccc(Br)cc2)cc1,-0.2,0.1,-8.7,-0.1,-8.1,-2.4,3.6,i,x,-2.0
CCn1c(=O)c2cc(C(=O)NCc3cccs3)sc2c2ccccc21,-1.4,-2.0,17.8,1.1,3.1,0.5,3.2,i,-8.5,7.0
O=C(CCc1ccccc1)NCC1OCCc2ccccc21 (stereo not drawn),-0.7,-3.1,-3.7,-2.4,-3.1,-8.4,-11.0,i,-4.0,1.2
COc1ccc(CCNC(=O)CN(c2ccccc2OC)S(C)(=O)=O)cc1OC,-0.1,0.4,-3.5,-1.9,0.3,1.1,3.2,i,-12.2,-6.7
O=C1CCCC2=C1C1(CCCC1)N=C(Nc1nc3cc(-c4ccccc4)ccc3o1)N2,-0.7,0.4,0.9,4.3,-15.7,2.8,39.6*,i,x,-23.3
O/N=C(\Cc1cscn1)c1ccc(O)cc1O,-0.8,-3.0,3.0,-1.7,4.7,7.0,2.0,i,-14.9,-9.5
Cc1c(C#N)c(NC(=O)C(C)C)n(Cc2ccccc2)c1C,-1.3,-1.6,0.0,-1.1,5.6,9.6,-2.1,i,-1.4,11.7
O=C(Cc1ccccc1[N+](=O)[O-])NCCCN1CCOCC1,-0.4,0.8,-2.3,-1.4,0.8,-12.4,-5.4,i,-6.1,-15.2
Cc1ccc(NC(=O)c2cc(S(=O)(=O)N3CCOCC3)cn2C)cc1Cl,1.0,-6.8,-2.4,-0.3,-5.4,0.4,-4.2,i,-8.5,10.9
Cc1ccc(S(=O)(=O)N2CCN(C(=O)Cc3sc(C)nc3-c3ccc(F)cc3)CC2)c(C)c1,0.5,3.0,5.5,1.1,-3.3,-2.2,7.8,i,9.8,-10.7
CCc1ccc2oc(=O)cc(CN3CCN(Cc4ccccc4)CC3)c2c1,-0.4,-1.1,-3.9,-0.9,-0.8,-1.8,-5.1,i,-7.3,5.4
COc1cccc(C2c3[nH]c4ccccc4c3C[C@H]3C(=O)N(c4ccccc4C(=O)N4CCCC4C(=O)O)C(=O)N23)c1 (stereo partly drawn),6.4*,0.8,0.7,-0.5,-7.0,-1.9,10.1,i,-1.3,39.0
O=C(Cn1cnc2ccccc2c1=O)Nc1ccc2c(c1)CCC2,0.2,-4.9,1.8,-0.9,-3.3,-5.1,-2.4,i,-0.3,-62.2
CCn1c2ccccc2nc2cc3c(cc21)c(Cl)c(=O)c1ccccc13,0.0,2.8,20.6,4.9,61.3*,7.2,6.2,i,x,23.8
COC(=O)c1ccc(Oc2nc(Nc3ccc(C)c(C)c3)nc(N(C)C)n2)cc1,-0.5,1.0,-0.3,4.1,-12.7,-3.4,-8.1,i,0.6,6.6
CCOc1ccc(S(=O)(=O)N(C)c2ccc(OCC(=O)NCc3ccco3)cc2)cc1,-0.3,5.7,-3.1,1.1,0.3,0.0,-2.9,i,-7.7,-15.3
Cc1cc(NCc2ccccc2)nc2ccccc12,3.6,3.5,-1.0,4.6,-1.7,-4.4,-2.3,i,23.2,-0.8
CC(=O)Nc1ccc2c(c1)N(C(C)=O)c1ccccc1CC2,-1.6,1.4,3.0,-0.2,-1.4,-2.8,-6.5,i,1.4,8.0
O=C1CN(C(=O)c2ccccc2F)c2ccccc2N1,-0.3,-0.2,-2.8,-0.8,-0.7,6.7,6.0,i,-5.2,-0.5
COC(=O)c1c(NC(=O)CSc2nnc(-c3cccnc3)n2Cc2ccco2)sc(C)c1C,0.4,4.1,-0.2,0.9,2.5,0.1,7.2,i,0.4,4.1
c1ccc2c(c1)ncn2CCCOc1ccc2c(c1)CCC2,-1.4,6.9,3.1,3.0,-1.8,-1.8,8.0,i,-4.7,11.1
Cc1csc(NC(=O)/C=C/c2ccco2)n1,-0.8,-0.8,-5.8,-0.5,13.2,-3.9,-2.4,i,-7.4,-6.5
O=C(Nc1sc2c(c1C(=O)NC1CCCCC1)CCC2)c1ccco1,-0.4,-0.3,-2.2,1.5,3.1,0.6,0.5,i,0.0,5.1
O=C(CCS(=O)(=O)c1cccc2nonc12)NCCc1ccccc1,0.9,2.7,-25.1,-1.3,-0.5,1.7,-2.5,i,0.3,-2.9
CC(C)n1c(=O)c2ccccc2n1S(C)(=O)=O,-0.5,x,-1.7,-0.1,x,-4.6,0.2,x,x,x
CN(C)c1cc(-c2ccc(Br)cc2)oc(=O)c1Cl,0.5,1.9,-18.0,0.0,-1.5,2.4,3.9,i,-12.8,8.7
c1ccc(Nc2nc(-c3ccccn3)cs2)cc1,-0.1,0.9,-2.3,2.4,-8.3,-0.1,7.0,i,-1.9,-7.8
Cn1c(=O)c2ccccc2n2c(=S)[nH]nc12,0.0,3.5,20.8,-1.5,16.4,-5.3,10.3,i,11.5,-30.2
Cc1ccc(OCc2nnc(SCC(N)=O)n2N)cc1,0.1,-2.9,44.0*,-0.6,-1.4,-4.5,-4.1,i,-4.3,0.0
CCc1cccc(NC(=O)CCCN2C(=O)NC(C)(C)C2=O)c1,-0.2,-4.0,-1.2,-1.8,6.1,3.9,-0.4,i,-10.4,-12.4
O=C(Nc1ccc2nc(-c3cccnc3)[nH]c2c1)C12CC3CC(CC(C3)C1)C2,0.0,13.2,4.9,2.1,-1.9,0.7,-9.8,i,-4.9,-11.2
CCCn1[nH]cc(SC)c(=O)c1=O,-0.6,0.1,-3.4,-2.0,4.6,4.6,-5.1,i,-2.8,1.4
COc1ccc(-n2cc(C(=O)O)c3ccccc3c2=O)cc1,-1.1,0.2,-4.0,-0.3,-1.0,-0.1,-0.9,i,0.2,5.9
COc1ccccc1OC(=O)c1ccc(S(=O)(=O)N(C)C)cc1,-0.7,3.4,-1.8,0.2,2.2,1.7,-5.2,i,-2.0,-4.2
O=C(c1cc2c(s1)-c1ccccc1OC2)N1CCN(c2ccccn2)CC1,0.6,-0.6,16.2,5.4,-0.7,3.7,1.4,i,-0.4,-5.1
CCOc1ccc(-n2ccnc(SCC(=O)NCc3cccc(OC)c3)c2=O)cc1,-0.3,2.3,-31.3,0.1,1.3,-0.6,0.4,i,-11.8,36.2

Screening results: PubChem, several laboratories
